NTMT1 inhibitor – Primary qHTS for Inhibitors of N-terminal methyltransferase 1 (NTMT1): MTaseGlo Assay; Potency, µM (top dose mostly 114 µM), for inactives: at the highest dose activity change, negative = inhibition, most hits filed as inhibitors; AID 1645870, 2021; N-terminal Xaa-Pro-Lys N-methyltransferase 1 (Homo sapiens), Q9BV86; 59,000 tested, 2.5% active; NTMT1 MTase-Glo SAH luminescence, purified enzyme;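 note: potency is the fitted concentration of half-maximal effect; plate controls were DMSO vehicle for no effect and no enzyme for full effect; nearly all actives have a fitted effect of over 65% in size; many of its hits are not listed in these tables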
Target sequence (Q9BV86 whole entry, looked up): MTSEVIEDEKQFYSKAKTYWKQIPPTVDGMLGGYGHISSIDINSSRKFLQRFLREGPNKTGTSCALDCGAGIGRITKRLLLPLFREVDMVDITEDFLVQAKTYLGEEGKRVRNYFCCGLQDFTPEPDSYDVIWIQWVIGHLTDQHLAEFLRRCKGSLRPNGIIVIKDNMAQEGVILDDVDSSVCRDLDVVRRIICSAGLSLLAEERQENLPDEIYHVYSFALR
p53null 32C tox – qHTS Screen for Compounds that Selectively Target Cancer Cells with p53 Mutations: Cytotoxicity of p53 Null Cells at the Permissive Temperature; Potency, µM (series often up to 46.1 µM), without a hit: at the top dose activity change, negative = cytotoxicity, most hits filed as cytotoxic; 55,000 tested, 0.62% active; H1299-neo p53 null cells, ATP luminescence, 24 h, 32C; AID 903, 2007;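 note: potency is the fitted concentration of half-maximal effect; 0% = DMSO only and -100% = full killing by 100 µM tamoxifen; nearly all actives have a fitted effect of over 55% in size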
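Luminescent ATP readout gave cell viability of p53-null H1299-neo cells after a 24 h compound exposure at the permissive 32C. Titrations ran up to 46 uM, and AC50s were fitted with the standard Hill equation.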
TSG101-PTAP inh – qHTS Validation Assay for Inhibitors of HIV-1 Budding by Blocking the Interaction of PTAP/TSG101: Sytravon Library Screen | Fluorescence polarization, FITC-PTAP peptide/Tsg101, 20 min | Potency, µM (doses to about 115 µM), for the others: top-dose activity change, negative = inhibition, usual class: inhibitors | 44,000 tested, under 10 active; note: potency is the fitted concentration of half-maximal effect; 0% is about no effect
Target sequence (Q99816 whole entry, looked up): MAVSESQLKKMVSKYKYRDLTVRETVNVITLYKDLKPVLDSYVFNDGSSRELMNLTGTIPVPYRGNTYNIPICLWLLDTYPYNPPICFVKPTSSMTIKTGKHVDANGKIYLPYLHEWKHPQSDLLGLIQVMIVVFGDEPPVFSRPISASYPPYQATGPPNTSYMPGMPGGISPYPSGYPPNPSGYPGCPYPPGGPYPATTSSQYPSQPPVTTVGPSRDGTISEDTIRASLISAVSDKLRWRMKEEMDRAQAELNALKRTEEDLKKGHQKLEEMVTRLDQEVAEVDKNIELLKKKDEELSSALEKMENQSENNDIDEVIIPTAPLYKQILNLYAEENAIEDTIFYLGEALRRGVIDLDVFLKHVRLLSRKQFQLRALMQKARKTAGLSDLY
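qHTS FP binding, 20 min r.t.: 10 uM Tsg101 domain + 50 nM FITC-PTAP peptide, pH 7.5 HEPES buffer with TCEP and EDTA.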
p53null 39C kill – qHTS Screen for Compounds that Selectively Target Cancer Cells with p53 Mutations: Cytotoxicity of p53 Null Cells at the Nonpermissive Temperature; H1299 p53-null (neo) cells, 39C, ATPlite viability, 24 h; 55,000 tested, 0.97% active; Potency, µM (titrated, usually from 46.1 µM), for the others: at the top dose activity, negative = cell killing, hits mostly cytotoxic;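 note: potency is the fitted concentration of half-maximal effect; 0% = DMSO only and -100% = full killing by 100 µM tamoxifen; nearly all actives have a fitted effect of over 50% in size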
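Luminescent ATP signal reported cell survival after H1299 lines (neo, p53 null; or p53 A138V) received up to 46 uM compound and 24 hr incubation at 39C.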
FH mod – Identification of activators of human fumarate hydratase by quantitative high-throughput screening; FH coupled MDH/diaphorase resazurin fluorescence, 15 min; Potency, µM (highest dose often 79.9 µM), inactives show at the top dose activity change, negative = inhibition, actives largely listed as inhibitors; Fumarate hydratase, mitochondrial (Homo sapiens), P07954; 54,000 tested, 0.22% active; note: potency is the fitted concentration of half-maximal effect; % is set by controls: 0 for no effect and ±100 for the full control effect; the screen sought activators but most active calls are inhibition curves; nearly all actives have a fitted effect of over 45% in size
GALK inhibitor – qHTS Assay for Inhibitors of Human Galactokinase (GALK): NCGC Sytravon Library Screen | recombinant GALK, Kinase-Glo ATP luminescence, 1 h | Potency, µM (highest dose often 57.5 µM), for the others: top-dose activity, negative = inhibition, actives largely listed as inhibitors | 44,000 tested, under 10 active;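 note: plate controls were full GALK reaction for no effect and reaction lacking GALK for full effect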
Target sequence (P51570 whole entry, looked up): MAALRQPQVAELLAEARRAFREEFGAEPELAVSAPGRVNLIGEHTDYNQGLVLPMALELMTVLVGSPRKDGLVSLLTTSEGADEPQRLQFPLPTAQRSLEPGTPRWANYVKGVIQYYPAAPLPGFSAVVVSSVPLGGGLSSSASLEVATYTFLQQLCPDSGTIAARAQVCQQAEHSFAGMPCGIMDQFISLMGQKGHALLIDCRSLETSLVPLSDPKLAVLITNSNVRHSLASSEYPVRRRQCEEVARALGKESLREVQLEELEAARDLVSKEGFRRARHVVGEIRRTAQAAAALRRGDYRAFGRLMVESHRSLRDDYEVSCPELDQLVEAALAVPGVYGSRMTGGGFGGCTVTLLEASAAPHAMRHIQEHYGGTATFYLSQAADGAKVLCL
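Luminescent ATP-depletion readout (Kinase-Glo Plus, 10 min) after 1 h RT reaction of 5 nM GALK, 35 uM ATP, 100 uM galactose, pH 8.0 HEPES buffer. Decreased kinase activity scored as inhibition.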
B2AR arrestin ag – qHTS assay of beta-arrestin-biased ligands of beta2-adrenergic receptor: NCGC Sytravon Library Screen. Beta-2 adrenergic receptor (Homo sapiens), P07550. HTLA Tango cells, beta-arrestin recruitment, luciferase luminescence, 18 h. Potency, µM (highest dose often 46.1 µM), for inactives: at the top dose activation, most hits filed as activators. 44,000 tested, under 10 active. AID 1347077, 2019;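 note: potency is the fitted concentration of half-maximal effect; 0% = DMSO and full agonism = EC100 isoproterenol or metaproterenol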
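Tango cells expressing recombinant beta2-AR and beta-arrestin were treated with compounds (up to 46 microM titration) in DMEM with 1% FBS for 18 hr at 37 degrees C. Beta-arrestin recruitment drove tTA-dependent luciferase, read by luminescence; curves were fitted and classed.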
Numbers without * were called inactive; ? = inconclusive; · = not tested or not shown; [ ] = another dose, or the depositor's remark. Calls come from the whole dose curve; as a rule, active = well fitted curve in the direction sought with a large enough effect; inconclusive = small, poorly fitted or top-dose-only effect, or another doubt; inactive = no such curve, though single readings can be large; an effect the other way counts as inactive or inconclusive. Some of the compounds tested. The share of hits here may be higher or lower than overall.

SMILES	NTMT1 inhibitor	p53null 32C tox	TSG101-PTAP inh	p53null 39C kill	FH mod	GALK inhibitor	B2AR arrestin ag
O=C(c1cc(-c2ccccc2O)on1)N1CCCCC1	-6%	?	-3%	?	3%	3%	-2%
Cc1ccc(CNC(=O)CN2N=C(c3ccc(C)cc3)CCC2=O)cc1	-8%	-6%	-6%	?	10%	-2%	-1%
COc1ccc(CNc2nc(-c3ccccc3)nn2S(=O)(=O)c2ccccc2)cc1	19%	-4%	-10%	-2%	-14%	2%	1%
O=C(Cn1c(=O)n(Cc2ccc3c(c2)OCO3)c(=O)c2ccc(C(=O)NC3CCCCC3)cc21)Nc1ccccc1F	7%	-4%	2%	-6%	7%	2%	-2%
Cc1ccc(/C=C/c2nc3ccccc3[nH]2)cc1	5µM*	0.4µM*	2%	1.6µM*	0%	11%	-1%
CC(Oc1ccccc1)C(=O)OCc1cc(=O)n2nc(C(C)C)sc2n1 (centres undefined)	-4%	3%	-3%	-1%	-2%	0%	0%
CCCCOc1ccc(Cn2c(=O)sc3ccccc32)cc1OC	9%	15%	-6%	-7%	-12%	-1%	-2%
CC1=C(C(N)=O)C(c2ccc(C(C)C)cc2)n2nc(SCc3ccccc3F)nc2N1 (centres undefined)	8%	5%	1%	8%	-6%	6%	1%
Fc1ccc(-c2cc(-c3ccccc3)c3c(n2)-c2cc(F)ccc2OC3)cc1	-1%	·	2%	·	-19%	7%	0%
COc1cccc(-n2c(=O)c3sc4ccccc4c3n(CC(=O)Nc3cccc(Cl)c3)c2=O)c1	6%	0%	2%	5%	-15%	-1%	0%
CCCC(=O)n1nc(-c2ccco2)nc1NCc1ccccc1Cl	-1%	1%	2%	?	-3%	-1%	-1%
COc1ccc(OCC(=O)NCC2(N3CCN(C)CC3)CCCCC2)cc1	-1%	-1%	0%	1%	3%	2%	0%
Cc1nn(S(=O)(=O)c2ccc(C(C)(C)C)cc2)c(C)c1S(=O)(=O)N1CCC(C)CC1	9%	-11%	4%	-29%	-10%	3%	0%
COc1ccccc1N1CCN(C(=O)Cn2ncc3ccsc3c2=O)CC1	10%	2%	-8%	-28%	-30%	2%	1%
Cc1ccc(-c2nc3ncccc3o2)cc1NC(=O)c1cccc(OCC(C)C)c1	·	-7%	0%	-11%	·	-1%	-1%
COc1cccc(CNC(=O)CCc2c(C)nc3c(c2C)c(=O)n(C)c(=O)n3C)c1	-7%	4%	0%	-17%	-7%	-1%	1%
Cc1cccc(CC(=O)NC2CC(=O)N(c3ccccc3)C2)c1 (centres undefined)	-5%	-1%	-9%	-11%	28%	3%	-3%
CC1=Nc2cc(C(=O)NCc3ccc(C)cc3)ccc2Sc2ccc(Cl)cc21	6%	42%[activator]	3%	21%	-17%	0%	1%
COc1cccc(CNC(=O)COCc2cc(-c3ccc4c(c3)OCO4)on2)c1	-7%	-1%	2%	-20%	-14%	2%	-1%
COc1ccc(OC)c(CNCc2c(C(=O)O)n(Cc3cccc(F)c3)c3cc(OC)ccc23)c1	?	-9%	-3%	-13%	-14%	-1%	0%
CC(=O)c1ccc(NC(=O)Cn2cc(S(=O)(=O)Cc3ccccc3Cl)c3ccccc32)cc1	-1%	0%	-6%	-6%	-11%	1%	-1%
COc1cccc(-n2c(=O)c3c(C)c(C(=O)N(C)C)sc3n(Cc3cccc(C)c3)c2=O)c1	3%	-5%	6%	11%	-2%	1%	-2%
CN(C(=O)c1cc2c(=O)n3ccccc3nc2n1C)c1ccccc1	?	-7%	-1%	2%	4%	-10%	0%
CCOC(=O)c1sc2ncn(CC(=O)Nc3ccc(OC)c(Cl)c3)c(=O)c2c1C	3%	9%	-1%	-2%	-4%	5%	1%
Cc1nc2ncnn2c(C)c1CCC(=O)N1CCN(c2ccccc2)CC1	4%	3%	-5%	11%	-6%	1%	-1%

Fetched one by one from above, 3 records:
SMILES	NTMT1 inhibitor	p53null 32C tox	TSG101-PTAP inh	p53null 39C kill	FH mod	GALK inhibitor	B2AR arrestin ag
COc1ccccc1N1CCN(C(=O)Cn2ncc3ccsc3c2=O)CC1	10%	2%	-8%	-28%	-30%	2%	1%
Cc1ccc(/C=C/c2nc3ccccc3[nH]2)cc1	5µM*	0.4µM*	2%	1.6µM*	0%	11%	-1%
COc1cccc(-n2c(=O)c3sc4ccccc4c3n(CC(=O)Nc3cccc(Cl)c3)c2=O)c1	6%	0%	2%	5%	-15%	-1%	0%

Back to the main list with the seven entries that preceded the break.
SMILES	NTMT1 inhibitor	p53null 32C tox	TSG101-PTAP inh	p53null 39C kill	FH mod	GALK inhibitor	B2AR arrestin ag
COc1cccc(CNC(=O)COCc2cc(-c3ccc4c(c3)OCO4)on2)c1	-7%	-1%	2%	-20%	-14%	2%	-1%
COc1ccc(OC)c(CNCc2c(C(=O)O)n(Cc3cccc(F)c3)c3cc(OC)ccc23)c1	?	-9%	-3%	-13%	-14%	-1%	0%
CC(=O)c1ccc(NC(=O)Cn2cc(S(=O)(=O)Cc3ccccc3Cl)c3ccccc32)cc1	-1%	0%	-6%	-6%	-11%	1%	-1%
COc1cccc(-n2c(=O)c3c(C)c(C(=O)N(C)C)sc3n(Cc3cccc(C)c3)c2=O)c1	3%	-5%	6%	11%	-2%	1%	-2%
CN(C(=O)c1cc2c(=O)n3ccccc3nc2n1C)c1ccccc1	?	-7%	-1%	2%	4%	-10%	0%
CCOC(=O)c1sc2ncn(CC(=O)Nc3ccc(OC)c(Cl)c3)c(=O)c2c1C	3%	9%	-1%	-2%	-4%	5%	1%
Cc1nc2ncnn2c(C)c1CCC(=O)N1CCN(c2ccccc2)CC1	4%	3%	-5%	11%	-6%	1%	-1%
COc1ccc(N2CC(NC(=O)c3ccc4c(c3)OCO4)CC2=O)cc1OC (centres undefined)	-29%	0%	-1%	-1%	-3%	1%	-2%
CC(=O)c1cccc(NS(=O)(=O)c2cc3c(cc2C)n(C)c(=O)c(=O)n3C)c1	11%	-5%	-4%	-4%	-10%	-2%	1%
Cc1nc2cccnc2n1-c1cccc(C(=O)NCCN(C)C)c1	0%	3%	1%	0%	11%	1%	1%
CCSc1nc2n(n1)C(c1ccc(Cl)cc1Cl)C(C(=O)Nc1ccccc1C)=C(C)N2 (centres undefined)	-4%	-1%	0%	5%	-1%	2%	0%
CCC1=C(c2ccc(C)cc2)S(=O)(=O)N=C1N1CCC(C(=O)NCCc2cccc(OC)c2)CC1	6%	-1%	-1%	-4%	2%	0%	1%
CC(=O)N1CCC(N(C(=O)Nc2c(F)cccc2F)C(C)C)CC1	6%	0%	-1%	5%	-16%	-1%	-1%
COc1ccc(CCN2C(=O)c3[nH]nc(-c4ccccc4O)c3C2c2ccc(O)c(OC)c2)cc1 (centres undefined)	30%	27%	-1%	-14%	-24%	0%	-1%
O=C(NCCc1ccccc1)c1ccc(Nc2nc3ccccc3n3nnnc23)cc1	18%	?	-5%	?	0%	-5%	-2%
CCOC(=O)c1noc2nc(C)n(Cc3cccc(C#N)c3)c(=O)c12	-24%	-2%	-5%	-3%	7%	-2%	1%
Cc1cc(O)c(C(c2ccccc2)N2CCCCC2)c(=O)n1Cc1ccco1 (centres undefined)	1%	-1%	-2%	-4%	-29%	-6%	-1%
CCn1cc(C(=O)NCc2ccc(C)cc2)c(=O)c2cc(S(=O)(=O)N3CCCCCC3)ccc21	?	7%	-1%	19%	-24%	3%	-1%
Cc1ccc(-n2ncc(C(=O)NCCN3CCCC3)c2C2CCN(C(=O)OC(C)(C)C)CC2)cc1	?	4%	0%	0%	10%	2%	2%
CCCc1cc(=O)[nH]c(SCC(=O)N2CCN(c3ccccc3OC)CC2)n1	5%	-3%	-5%	-16%	-16%	3%	-1%
CCOC(=O)c1c(C)c(C(=O)NCc2ccc(Cl)cc2)c(C)n1C	15%	7%	1%	3%	-3%	2%	0%
CC(C)c1ccc(NC(=O)c2cc(S(=O)(=O)N3CCc4ccccc4C3)ccc2F)cc1	13%	-3%	-2%	11%	9%	-1%	-2%
COc1ccc(NC(=O)c2nc(-c3ccc(C)cc3)n3c2CCCCC3)c(OC)c1	2%	-2%	1%	80%[activator]	8%	2%	-1%
O=C(NCc1ccco1)c1ccc2c(c1)N(Cc1cccc(Cl)c1)C(=O)c1ccccc1S2(=O)=O	2%	17%	-1%	6%	?	-3%	1%
CCOC(=O)Cc1ccc(NC(=O)Nc2cccc(OCc3cc(=O)n4cc(C)ccc4n3)c2)cc1	3%	5%	-1%	9%	-2%	0%	0%
CCCN1CCN(CCCNC(=O)c2ccc3c(c2)sc2nc(-c4ccc(C)cc4)cn23)CC1	?	6%	-1%	-14%	1%	-12%	2%
CCOCCCNC(=O)C1CCN(c2cc(C)nc3c(-c4ccc(Cl)cc4)c(C)nn23)CC1	-19%	5%	-4%	-22%	-2%	0%	0%
COc1ccccc1CNC(=O)C(NS(=O)(=O)c1cccs1)C(C)C (centres undefined)	0%	7%	-1%	-1%	-6%	-3%	0%
CN(C)CCNC(=O)c1ccc(-c2nn(C)c(=O)c3ccccc23)cc1	-1%	-7%	-3%	-18%	2%	2%	1%
Cc1cc(C)cc(NC(=O)Cc2c(C(=O)O)c(C)cn2C)c1	10%	-3%	-5%	-13%	2%	-1%	-4%
COc1ccc(C2=Nc3ccccc3NC(c3cccs3)=N2)cc1	5%	-4%	-6%	-14%	4%	-13%	-2%
O=C(CSc1ccc2nc(-c3ccccc3)cn2n1)Nc1ccccc1C(F)(F)F	-3%	-2%	-6%	-12%	2%	-1%	0%
COc1ccc(Cn2c(=O)c3oc4ccccc4c3n(Cc3ccc(F)cc3)c2=O)cc1	22%	-7%	-2%	-18%	-13%	-8%	-1%
Cc1ccc(CCNc2ncnc3onc(-c4ccc(F)cc4)c23)cc1	-12%	-14%	-4%	-8%	7%	-2%	-1%

Screens: PubChem BioAssay, National Center for Advancing Translational Sciences (NCATS)
